Source: PubChem (NCI)
All columns: NCI-60 one-dose screen, growth in % after 48 h at 10 µM unless noted; 100 = growth as untreated, 0 = no growth, -100 = all killed.
HL-60(TB) – HL-60(TB) leukemia cells. 78,000 compounds, 9% hits; active means growth percent below 10
Active calls of the source: *; & = joins results of further samples. A portion of the library; the hit share may differ from the screen's.

smiles	HL-60(TB)
COc1ccc([C@H]2[C@H](C(=O)Nc3cccc4c3CCCC4)c3ccccc3C(=O)N2c2ccc(OC)cc2)cc1	91
Cc1ccc2c(Cn3cc(Cn4c(C)cc(=O)n(Cc5cn(Cc6cc(=O)oc7cc(C)ccc67)nn5)c4=O)nn3)cc(=O)oc2c1	103
C[C@@H](c1ccccc1)N1C(=O)N2CN(C)CN3C(=S)N[C@H]1[C@H]23	100
Cc1ccc(Cn2c(N3CCC(C(=O)NCc4cccs4)CC3)nc3ccccc32)cc1	-14*
COC(=O)[C@@H](NC(=O)c1cn(CCC2CCCCC2)c2ccccc12)C(C)(C)C	60
C#CC1(N(C)C)CCC2C3CCc4cc(OC)ccc4C3CCC21C (stereo not drawn)	72
Cc1c(C)c(CN)c(C)c(C)c1CN	98
CCN(CC)CCCC(C)N(Cc1ccccc1)CC(O)c1ccc(Cl)cc1 (stereo not drawn)	106&101
Cc1cccc(NC(=O)Nc2ccccc2Cl)n1	46
COc1ccc(-c2nnc(COc3ccc(NS(=O)(=O)c4ccccc4)cc3F)o2)cc1	94
COc1ccc2c(c1)C(N1CCCCCC1=O)CCN2Cc1ccc(Cl)cc1 (stereo not drawn)	97
COc1ccc(/C(O)=C/c2nc3cccc([N+](=O)[O-])c3[nH]c2=O)cc1	102
O=C1c2ccccc2C(=O)c2c(S)cccc21	86
CC(=O)n1cc(/C=C2\N=C(c3ccc(Cl)cc3)N(c3ccc(S(=O)(=O)Nc4ccccn4)cc3)C2=O)c2ccccc21	82
COc1ccc(-c2nnc(-c3ccc4c(c3)nc(-c3ccccn3)n4C3CCCCC3)o2)cc1	36
CS(=O)(=O)Nc1ccccc1-c1nc2ccccc2c(=O)o1	100
O=C(O)c1ccc(F)c([N+](=O)[O-])c1	103
CCOC(=O)CC1CSC(N/N=C(\C)c2ccccc2)=N1 (stereo not drawn)	88
C=C(C)[C@@H]1CC[C@]2(C(=O)N[C@H](C)C(=O)O)CC[C@]3(C)[C@H](CC[C@@H]4[C@@]5(C)Cc6c([nH]c7ccccc67)C(C)(C)[C@@H]5CC[C@]43C)[C@@H]12	77
O=C1CC(c2cccs2)c2sccc2N1 (stereo not drawn)	74
C#C[C@]1(O)CC[C@H]2[C@@H]3CC=C4c5sc(Nc6cccc(C)n6)nc5CC[C@]4(C)[C@H]3CC[C@@]21C	-8.9*
O=[N+]([O-])c1ccc(N2CCOCC2)c2nonc12	95
CCOC(=O)C1C(=O)C=C(c2ccc(OC)cc2)CC1c1sc(N(C)Cc2ccccc2)nc1Cl (stereo not drawn)	83
O=C(NCc1ccccc1)OCCO	109&97

A draw from above in order of molecular weight, lowest first.
smiles	HL-60(TB)
O=C(NCc1ccccc1)OCCO	109&97
O=C1CC(c2cccs2)c2sccc2N1 (stereo not drawn)	74
CCOC(=O)CC1CSC(N/N=C(\C)c2ccccc2)=N1 (stereo not drawn)	88
CCOC(=O)C1C(=O)C=C(c2ccc(OC)cc2)CC1c1sc(N(C)Cc2ccccc2)nc1Cl (stereo not drawn)	83
C=C(C)[C@@H]1CC[C@]2(C(=O)N[C@H](C)C(=O)O)CC[C@]3(C)[C@H](CC[C@@H]4[C@@]5(C)Cc6c([nH]c7ccccc67)C(C)(C)[C@@H]5CC[C@]43C)[C@@H]12	77

Later entries.
smiles	HL-60(TB)
CCCCOC(c1ccc2c(c1)OCO2)C(C)Br (stereo not drawn)	93
O=C1c2ccccc2S(=O)(=O)N1CCBr	105
Cc1ccc(OC(=O)c2cccc(Cl)c2)cc1	79
CC(CNC1CCCCC1)OC(=O)Nc1ccccc1 (stereo not drawn)	98
COc1ccc(/C=C/c2c(C(C)=O)c(=O)[nH]c3ccccc23)cc1	99
CN1C[C@@H](c2cccc(Cl)c2)[C@]2(NC(=S)N(C3CC3)C2=O)[C@@]12C(=O)NC1C=CC(Cl)=C[C@H]12 (stereo partly drawn)	37
O=C(N/N=C\c1ccc(N(CCCl)CCCl)cc1Cl)c1cccnc1	92
CNC(=O)CC[C@@]1(C)[C@H](O)CC[C@@H]2[C@@H]1CC[C@]1(C)[C@@H]([C@H](C)CCCC(C)C)CC[C@@H]21	50
O=C1CSC(=S)N1Cc1ccncc1	86
COc1ccc(/C(C)=C(\c2ccc(OCCN3CCCCCC3)cc2)c2ccc(OC(=O)Cc3ccccc3)cc2)cc1	72
Cc1cc(Cl)ccc1NC(=O)/C(Cl)=C1/Sc2ccccc2NC1=O	93
Oc1ccc(/C=C2\CCc3cc4ccc(O)cc4[o+]c32)c(O)c1	85
Nc1c(O)cccc1C(=O)O	96
COc1ccc(OC(=O)N(C)C)cc1	90
CSc1nc(Cl)cc(=O)n1C	102
CC(C)CNc1ncnc2[nH]ncc12	63
COc1ccc(/C=C2\SC(=S)N(NC(=O)C(C)c3ccc(CC(C)C)cc3)C2=O)cc1 (stereo not drawn)	101
COc1ccc(-c2ccc(SCC(=O)Nc3ccccc3)nn2)cc1	105
Cc1nc2[nH][nH]c(=O)c2nc1C	117
O=C(O)c1ccccc1I	110
COc1ccc(-c2cc3c(oc2=O)-c2ccccc2OC3OC(C)=O)cc1 (stereo not drawn)	86
O=c1[nH]cnc2[nH]ncc12	79&95
NNc1ccnc2c(N)cccc12	89
Cc1ccc(S(=O)(=O)F)c(Cl)c1	98
CC1(C)CCc2cc(-c3ccn(S(=O)(=O)c4ccccc4Cl)n3)ccc2O1	81
c1ccc2c(CN3CCCCC3)c[nH]c2c1	100&112
Cc1nn(-c2ccccc2)c2nc(C)n(/N=C/c3c[nH]c4ccccc34)c(=O)c12	91
O=C(/C=C/c1cn(-c2ccccc2)nc1-c1ccc(F)cc1)n1cnc2ccccc21	101
CCCN1C(=O)/C(=C2\SC(N3CCOCC3)=NC2=O)c2ccccc21	101
COC(=O)c1cc(NC(=O)CC(=O)c2cccc(N)c2)cc(C(=O)OC)c1	71
Cc1nc(N)[nH]c(=O)c1C	218
CC1=NCC(C)c2ccccc21 (stereo not drawn)	92
COc1ccc(-n2nc(C(=O)NCCCC(=O)NO)nc2-c2ccccc2)cc1	102
COc1cc(O)cc(C)c1C(=O)O[C@H]1[C@@H](O)[C@H](n2ccc(=O)n(C)c2=O)O[C@@H]1CO	98
Cc1ccc2cc(-c3nc4ccccc4s3)c(Cl)nc2c1Cl	92
CN1CCN(CCCNC(=O)c2sc3cc(Cl)ccc3c2Cl)CC1	100
Cn1c(-c2ccccc2)cc(=O)n1-c1ccccc1	109
CCC(N)CCc1ccc(O)cc1 (stereo not drawn)	100
CC(C)=C[C@@H]1c2c(c3ccccc3n(C)c2=O)O[C@H]2c3c(c4ccccc4n(C)c3=O)OC(C)(C)[C@@H]12	20
CCOc1c(C#N)nnc2c(C#N)c(NC(=O)c3ccccc3)nn12	104
NC(=O)c1noc(C(=O)c2ccccc2)c1N	94
COc1ccc(-n2nc3c(c(C#N)c2=O)CC(c2ccccc2)C([N+](=O)[O-])=C3O)cc1 (stereo not drawn)	86
Cc1ccc2[nH]c(=O)c(=O)[nH]c2c1	88
Fc1ccc(-n2cc(COc3ncnc4sc5c(c34)CCCC5)nn2)cc1Cl	101
C[C@H]1[C@H]2[C@H]3CC[C@@H]4[C@@]5(C)C/C(=C/c6cccnc6)C(=O)C(C)(C)[C@@H]5CC[C@@]4(C)[C@]3(C)CC[C@]23CO[C@]1(C)[C@@H](C(=O)/C=C\c1cccnc1)C3	14
S=c1[nH]c2ccccc2c2[nH]c3ccccc3c12	105
CCSc1ccc([C@@H]2[C@@H](O)C(=O)N2c2cc(OC)c(OC)c(OC)c2)cc1	-35*
O=C(/C=C(/C=C/c1ccc(C(F)(F)F)cc1)OB(F)F)/C=C/c1ccc(C(F)(F)F)cc1	93
COC(=O)/C=C1/SC(=Nc2ccccc2)N(CCc2c[nH]c3ccccc23)C1=O	91
CCC(=O)N1C/C(=C/c2ccc(Cl)cc2)C(=O)/C(=C/c2ccc(Cl)cc2)C1	4.9*
COc1ccc(NS(=O)(=O)c2ccc(-c3cnc(C4CC4)o3)cc2)cc1Cl	3.3*
CCOC(=O)C(Cc1c[nH]c2ccc([N+](=O)[O-])cc12)(NC(C)=O)C(=O)OCC	84
Cc1ccc(-c2csc3nc(N4NC(=O)CC4=O)cn23)cc1	107
C[N+](C)(C)c1ccc(/C=C2\c3ccccc3-c3ccc(N=Cc4ccc([N+](=O)[O-])cc4)cc32)cc1	85
CC(=O)c1ccc(Nc2ccnc(SCC(=O)c3ccc(Cl)cc3)n2)cc1	93
Cc1ccc2nc(COc3ccc(C(=O)NNC(=S)Nc4ccccc4)cc3)[nH]c2c1	91

Later entries.
smiles	HL-60(TB)
CCCOc1nc(SCCC)nc2c1cnn2-c1ccccc1	136
Cc1cccc(NC(=O)Cn2cc(CN3CCN(c4ccnc5cc(Cl)ccc45)CC3)nn2)c1	89
CCCC/C(=N\OC(=O)N(C)C)c1ccccc1	120
O=C1OC(c2ccc(-c3ccccc3)cc2)=C/C1=C/c1c2ccccc2cc2ccccc12	51
C[C@H](NC(=O)[C@@H](C)N)[C@H](Oc1ccc2c(cnn2-c2ccc(F)cc2)c1)c1ccc2c(c1)OCCO2	26
CCCCC/C=C/C/C=C/CCCCCCCCNC(=O)Nc1ccc(C)cc1	107
COc1cc(C(=O)n2nc(N)c3c(C)cc(C)nc32)cc(OC)c1OC	22
Cn1c(=O)[nH]c2nc(SCC(=O)Nc3ccc(C(=O)/C=C/c4ccccc4Cl)cc3)[nH]c2c1=O	108
COc1ccc(NC(=O)C2=C(C)Nc3ncnn3C2c2cc(OC)c(OC)c(OC)c2)cc1 (stereo not drawn)	112
O=C(N/C=C(/c1ccccc1)S(=O)Cc1ccccc1)Nc1ccccc1Cl (stereo not drawn)	99
CN(c1ccccc1)S(=O)(=O)c1ccc(NC(=O)CC(=O)c2ccccc2)cc1	91
COc1cc2c3c(c1O)-c1ccccc1[C@@H]1OC(=O)N(CC2)[C@H]31	112
c1ccc(-c2nn(-c3ccccc3)c3nccc(-c4cccs4)c23)cc1	101
O=C(Nc1cccc(Cl)c1)OCC#CCOC(=O)Nc1cccc(Cl)c1	99
CN1CCc2c(Sc3ccc(C(=O)NO)cc3)c3ccccc3n2C1	60
Nc1ccc(NS(=O)(=O)CS(=O)(=O)Nc2ccc(N)cc2)cc1	64
CC(=O)OCC(=O)[C@@]1(O)CC[C@H]2[C@@H]3C[C@H](C)C4=CC(=O)CC[C@]4(C)[C@H]3[C@@H](O)C[C@@]21C	98
CC(C)CC(CC(C)C)OC(=O)CBr	92
O=C(Oc1ccccc1)c1cc(O)c(O)c(O)c1	-5.6*
O=C(/C=C/C(=O)Oc1ccccc1)Oc1ccccc1	120
NS(=O)(=O)c1ccc(NC(=O)Nc2nc(-c3ccc(Cl)cc3)cs2)cc1	96
CC(=O)Cc1nsc(NC(=O)c2cc(-c3cc(C(F)(F)F)ccc3Cl)oc2C)n1	102
Oc1cccc(-c2nc3cc4nc5ccccc5[nH]c4cc3n2)c1	88
Nc1nc2c(C(=O)Nc3ccc(Br)cc3)c(Nc3ccc(Cl)cc3)nn2cc1-c1nc2ccccc2s1	106
CCOC(=O)c1csc(NC(=O)c2ccc(N3CCN(C)CC3)c([N+](=O)[O-])c2)n1	100
O=CN1N=C(c2ccc3c(c2)OCO3)CC1c1ccc(F)cc1 (stereo not drawn)	101
COc1nc2cc(C)ccc2cc1-c1nc2c(cnn2-c2ccccc2)c(=O)[nH]1	97
O=c1[nH]c(=O)n(C(c2ccccc2)(c2ccccc2)c2ccccc2)cc1N(CCO)CCO	84
CC(=O)/C(C)=C\C1=C(C)CCCC1(C)C	100
CC(=O)OC1=C(C)CC(C)(C)CC1=O	84
COC(=O)C1(C)CCC[C@]2(C)[C@H]3C[C@H]4C(C(C)C)=C[C@]3(CC[C@@H]12)[C@H]1[C@@H]4[C@@H](OCC#CCN2CCOCC2)CC[C@@H]1OCC#CCN1CCOCC1 (stereo partly drawn)	89
O=c1[nH]c(NCc2ccccc2)nc2cc(-c3ccccc3)sc12	95
Cc1cc(=O)n(C(C)Cc2ccccc2)n1C(C)Cc1ccccc1 (stereo not drawn)	97&89
NS(=O)(=O)c1ccc(NCCCCN2C(=O)c3ccccc3OC=C2c2ccccc2)cc1	102
NC(=O)c1cc(I)ccc1NC(=O)COc1ccc(Cl)cc1Cl	77
Cc1cc(C)n(C(=O)c2sc(=S)n(-c3ccccc3)c2N)n1	97
CC(O)CC1CCCC(CC(C)O)N1 (stereo not drawn)	101
Cn1c([N+](=O)[O-])cnc1N1CCN(c2nncs2)C1=O	104
O=C1c2cc(Br)ccc2Oc2cc([N+](=O)[O-])ccc2N1c1ccc(Br)cc1F	88
CCOc1ccc(N=Nc2sc(=O)[nH]c2S)cc1	110

Rewritten as labelled records: part of the list above
CC(O)CC1CCCC(CC(C)O)N1 (stereo not drawn)
  HL-60(TB): 101

CCOc1ccc(N=Nc2sc(=O)[nH]c2S)cc1
  HL-60(TB): 110

Cn1c([N+](=O)[O-])cnc1N1CCN(c2nncs2)C1=O
  HL-60(TB): 104

New compounds follow
smiles	HL-60(TB)
C[C@]12CC[C@@H]3c4ccc(O)cc4CC[C@H]3[C@@H]1CC[C@@H]2NS(=O)(=O)c1ccc(Cl)cc1	30
O=C(Nc1ccc(Oc2ccc(Nc3nc4ccccc4s3)cc2)cc1)Nc1ccc(Cl)c(Cl)c1	21
COc1cccc(/C=C\[C@H]2O[C@@H](C)[C@H](O)[C@@H]2O)c1CO	110
C=C1C(=O)O[C@H]2[C@H]1CC/C(CNC(=O)c1cccc3ccccc13)=C\CC[C@@]1(C)O[C@@H]21	-24*
Cc1ccc(C(F)(F)F)cc1N1CCN(C(=O)[C@H]2C[C@H]2c2cccc(C(F)(F)F)c2)CC1	49
C[C@]1(O)CC[C@H]2[C@@H]3CCC4=CC(=O)CC[C@]4(C)[C@@]34O[C@H]4C[C@@]21C	106
Oc1[nH]c(=S)sc1/C=C1\C(Cl)=Nc2ccccc21	65
Cc1ccc(C(=O)CCCCl)cc1C	96
